Screening data: PubChem, several laboratories
KRASV12 cytotoxicity – viability loss of HPDE-C7K cells – cell-based, fluorescence, HTS, primary screen (AID 431) | cytotoxicity, % at 10 µM; hits with a dose series show EC50 in µM | 63,000 tested, 1.7% active | HPDE-C7K KRASV12 cells, Alamar Blue viability, 48 h; higher % means a stronger effect;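 active = compounds whose percent cytotoxicity in the single-dose primary screen, scaled between solvent and toxic-drug controls, exceeds 50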;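 note: 0% = DMSO solvent wells and 100% = doxorubicin-treated wells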
DPM-DC inhibit – inhibitors of Streptococcus pneumoniae diphosphomevalonate decarboxylase; purified DPM-DC, PK/LDH coupled NADH fluorescence; calls only at 10 µM; 65,000 tested, 0.49% active; AID 556;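 active = the 320 compounds with the highest percent inhibition in the single-dose primary screen, excluding strongly autofluorescent ones, cut at about 32% in these data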;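 note: kinetic rate of NADH fluorescence loss reporting ADP formed by the decarboxylase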
Bfl-1 displacement – displacement of Bid BH3 peptide from Bfl-1 – biochemical, fluorescence polarization, FITC-Bid, mouse, primary screen (AID 432) | displacement, % at 20 µM; hits with a dose series show IC50 in µM | FITC-Bid BH3 peptide fluorescence polarization displacement; higher % means a stronger effect | 64,000 tested, 0.02% active; in the data active = a potency from the dose series; inactive = the rest, 99 in 100 with displacement below about 15%; note: strong numbers were not always called active
MK inhibit – inhibitors of Streptococcus pneumoniae mevalonate kinase; purified MK, PK/LDH-coupled NADH absorbance 340 nm; inhibition, % at 10 µM; 65,000 tested, 0.48% active;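 active = ranked among the strongest by inhibition in the single 10 µM screen, a fixed top-ranked set picked for dose follow-up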; note: no value below 0 was filed
HPDE-C7 cytotoxicity – HPDE-C7 pancreatic duct cell viability loss – fluorescence, HTS (AID 430) | HPDE-C7 pancreatic duct cells viability, fluorescence; higher % means a stronger effect | cytotoxicity, % at 10 µM, or EC50 in µM where a hit was titrated | 63,000 tested, 1.8% active;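 note: cells exposed to compound for 48 hours before viability readout; 0% = vehicle and 100% = reference cytotoxic drug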
PMK inhibit – blocks S. pneumoniae phosphomevalonate kinase; 65,000 tested, 0.49% active; inhibition, % at 10 µM; purified PMK, PK/LDH-coupled NADH absorbance 340 nm;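 active = top-ranked compounds by inhibition in the single 10 µM screen, taking a fixed number of the strongest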;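 note: 0% = full reaction with DMSO carrier and 100% = background rate without enzyme reaction; no value below 0 was filed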
TNAP inhibition – inhibition of tissue-nonspecific alkaline phosphatase – biochemical, luminescent (AID 518). purified TNAP enzyme, luminescent substrate readout; higher % means a stronger effect. 64,000 tested, 0.09% active. inhibition, % at 20 µM, or IC50 in µM where a hit was titrated; in the data active = a potency from the dose series; inactive = the rest, 99 in 100 with inhibition below about 22%;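 note: plate controls were vehicle for no effect and reference inhibitor for full effect; many of its hits are not listed in these tables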
LYP phosphatase – LYP phosphatase inhibitors, primary screen, biochemical, DiFMUP fluorescence, recombinant catalytic domain, 10 µM (AID 606); inhibition, % at 10 µM; hits with a dose series show IC50 in µM; 52,000 tested, under 10 active; recombinant LYP catalytic domain, DiFMUP fluorescence; higher % means a stronger effect;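 active = IC50 under 40 µM in the dose-response test; inactive = IC50 of 40 µM or more, or never dose-tested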
HT1080 viability – cytotoxicity in HT1080 fibrosarcoma cells, cell-based, fluorescence readout (AID 620); 87,000 tested, 0.42% active; cytotoxicity, % at 10 µM, or EC50 in µM where a hit was titrated; HT1080 viability, fluorescence; higher % means a stronger effect;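 note: cells exposed to compound overnight then 4 h with Alamar Blue; 0% = vehicle DMSO and 100% = killing control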
PMK inhibit pilot replicates – further read-out of PMK inhibit, marked with its call; inhibition, %; measured here: pilot screen replicates
MK inhibit pilot replicates – further read-out of MK inhibit, marked with its call; inhibition, %; measured here: pilot screen replicates
DPM-DC inhibit pilot screen % – recorded beside DPM-DC inhibit, whose call it bears; inhibition, %; measured here: pilot screen trials
An asterisk follows results filed as active; i = inactive; / = no result given. Cut-off read from the data, not from the text of the source, unless noted: active = cytotoxicity above about 50%; inactive = the rest.

SMILES | KRASV12 cytotoxicity | DPM-DC inhibit | Bfl-1 displacement | MK inhibit | HPDE-C7 cytotoxicity | PMK inhibit | TNAP inhibition | LYP phosphatase | HT1080 viability | others
CCOC(=O)C1CCN(C(=O)c2sc3nc(-c4ccc(F)cc4)cn3c2C)CC1 | -8% | i | 2% | 5 | -9% | 0 | 3% | 4% | 32%
Cn1c(Cc2ccccc2)nnc1SCC(=O)c1ccc(Br)s1 | 5% | i | 2% | 5 | 9% | 19 | 18% | 11% | -10% | PMK inhibit pilot replicates=0.5;MK inhibit pilot replicates=1.5;DPM-DC inhibit pilot screen %=1.5
COc1ccc(CCC(=O)N2CCN(C3CCCCC3)CC2)cc1 | -3% | i | -8% | 15 | -5% | 8 | 14% | -4% | -2%
Nc1nc(N2CCCCC2)nc2ccccc12 | 1% | / | -3% | 9 | -5% | 8 | 13% | 5% | 4%
Cc1ccc(SCC(=O)N2CCOCC2)cc1 | -28% | i | -9% | 0 | -7% | 9 | 5% | 6% | 7%
O=C(NCc1ccccn1)c1nnc(Cc2ccc(Cl)cc2)o1 | 10% | i | 2% | 2 | 1% | 5 | 1% | -7% | -6%
CC(C)COC(=O)C(C#N)c1nc2ccccc2nc1N1CCN(Cc2ccc3c(c2)OCO3)CC1 (stereo not given) | / | i | 5% | 8 | / | 4 | 11% | 16% | 2%
Cc1cc(OC(=O)c2ccccc2)n(CCC#N)n1 | -16% | i | 7% | 11 | -3% | 13 | 6% | -1% | -5%
CCOc1ccccc1C(=O)Nc1cc(=O)n(C)c(=O)n1C | 8% | i | -3% | 6 | 14% | 7 | 14% | 3% | -2% | PMK inhibit pilot replicates=7.0;MK inhibit pilot replicates=6.5;DPM-DC inhibit pilot screen %=6.5
COc1ccc(S(=O)(=O)NCCSC(C)(C)C)cc1Cl | -1% | i | -5% | 9 | 6% | 6 | 14% | -1% | -4%
COc1cc(S(=O)(=O)N2CCN(Cc3ccccc3)CC2)ccc1Br | -13% | i | 4% | 7 | -19% | 4 | 4% | 16% | -4%
CC(=O)OC(C(=O)NC1CCCCC1)c1ccncc1 (stereo not given) | -13% | i | 1% | 3 | -13% | 12 | 5% | 4% | 0% | PMK inhibit pilot replicates=3.0;MK inhibit pilot replicates=1.0;DPM-DC inhibit pilot screen %=7.0
O=C(c1ccc(Cl)cc1)c1ccc(OCC(=O)N2CCOCC2)cc1 | -20% | i | -8% | 0 | -18% | 5 | 1% | 4% | -10%
CCOc1cc(C)c(C(C)C)cc1S(=O)(=O)N1CC(C)OC(C)C1 (stereo not given) | -2% | i | -2% | 9 | 2% | 5 | 5% | 4% | -1%
Cc1cc(N(C)C)nc(SC(C)C)n1 | -17% | i | -2% | 5 | 3% | 0 | 1% | / | 14%
CCCCn1c(SCc2ccc(Cl)cc2)nc2c1c(=O)[nH]c(=O)n2C | -8% | i | -2% | 4 | -5% | 12 | 10% | 9% | -2% | PMK inhibit pilot replicates=0.5;MK inhibit pilot replicates=2.0;DPM-DC inhibit pilot screen %=0.5
COc1cccc(Oc2cnc(N)nc2-c2ccc(OC)cc2O)c1 | 45% | i | 3% | 5 | 52%* | 2 | 25% | 9% | 40% | PMK inhibit pilot replicates=2.0;MK inhibit pilot replicates=3.0;DPM-DC inhibit pilot screen %=0.0
COc1ccccc1Oc1coc2cc(OC(=O)N3CCOCC3)ccc2c1=O | -2% | i | 10% | 5 | 1% | 6 | 4% | 8% | -4%
CCN(CC)C(=O)COc1ccc(CC(=O)O)cc1OC | -1% | i | -5% | 0 | 5% | 0 | -2% | 8% | 3%
COc1ccc(OC)c(S(=O)(=O)N(C)CC(=O)N2CCN(c3cccc(Cl)c3)CC2)c1 | -14% | i | -3% | 8 | -11% | 4 | 5% | -7% | 36%
Cc1ccc(Oc2nc3c(c(=O)n(Cc4ccccc4F)c(=O)n3C)n2C)cc1 | 15% | i | -4% | 3 | 8% | 4 | 7% | / | 9%
Cc1ccc(C(=O)Nc2ccc3c(c2)OCO3)cc1S(=O)(=O)N1CCCC1 | -6% | i | 6% | 9 | 6% | 8 | 7% | 9% | 5% | PMK inhibit pilot replicates=0.0;MK inhibit pilot replicates=0.0;DPM-DC inhibit pilot screen %=0.0
Cc1cc(NC(=O)CSc2nnc(-c3ccc(Cl)s3)o2)no1 | 11% | i | 4% | 0 | 6% | 4 | 1% | / | -8%
Cc1nc2c3c(-c4ccccc4)nc(N4CCOCC4)nc3nn2c(C)c1CCC(=O)O | 6% | i | -2% | 0 | 0% | 11 | 4% | 11% | 12%
Cn1c(CNc2nc(-c3ccccc3)cs2)nnc1SCC(=O)OC1CCCCC1 | -5% | i | 0% | 9 | -4% | 6 | 3% | 6% | 2%
CCOC(=O)C1=C(C)Nc2nc(C)nn2C1c1cc(OC)ccc1OC (stereo not given) | 6% | i | -1% | 10 | -12% | 8 | 4% | -4% | -1%
CCCC(=O)c1cc(F)c(N2CCN(S(=O)(=O)c3ccccc3)CC2)cc1C | 1% | i | -4% | 4 | -3% | 8 | 8% | 7% | /
N#CC1=C(N)C(C#N)(C#N)C2(CCC3(CC2)OCCO3)C2CC3(CC=C12)OCCO3 (stereo not given) | -9% | i | -2% | 6 | 1% | 6 | 7% | / | -8%
CCn1c(SCC(=O)Nc2nnc(C)s2)nnc1-c1ccncc1 | 8% | i | -2% | 0 | 12% | 3 | 17% | 12% | 0% | PMK inhibit pilot replicates=1.5;MK inhibit pilot replicates=0.0;DPM-DC inhibit pilot screen %=0.0
O=C(CSc1nc2ccccc2c(=O)[nH]1)N1CCOCC1 | -9% | i | -8% | 0 | -8% | 4 | 2% | 2% | 26%
Cc1csc(NC(=O)CNC(=O)OCc2ccccc2)n1 | 19% | i | -2% | 12 | 10% | 7 | 13% | / | 25%
O=C(COc1ncnc2sccc12)Nc1ccc2c(c1)OCCO2 | 0% | i | -2% | 2 | 7% | 12 | 12% | 2% | 5%
COc1ccc(C(=O)N2c3cc4c(cc3C(C)=CC2(C)C)OCO4)cc1 | 10% | i | -3% | 6 | 12% | 0 | 6% | 11% | -1%
Cc1ccccc1NC(=O)c1cc(S(=O)(=O)N2CCOCC2)cs1 | / | i | / | 2 | / | 18 | / | 2% | 1%
CCCCC(CC)C(=O)Nc1ccccc1C#N (stereo not given) | 7% | i | 2% | 4 | -15% | 0 | 11% | 8% | 8% | PMK inhibit pilot replicates=4.0;MK inhibit pilot replicates=2.0;DPM-DC inhibit pilot screen %=3.0
CCCCNc1cc(=O)n(C)c(=O)n1C | 5% | i | -4% | 0 | 3% | 1 | 2% | / | -2%
CCN1/C(=C/C(C)=O)Sc2ccc(OC)cc21 | -1% | i | -2% | 12 | 11% | 10 | 12% | 5% | -7%
COc1ccc(Cl)cc1C(=O)n1nc(C)cc1C | 2% | i | -4% | 11 | 0% | 3 | 19% | 6% | -4% | PMK inhibit pilot replicates=0.0;MK inhibit pilot replicates=0.5;DPM-DC inhibit pilot screen %=0.0
COc1ccc(-c2noc(CN(C)S(=O)(=O)c3ccc(C)cc3)n2)cc1 | -29% | i | -2% | 5 | -21% | 4 | 10% | -6% | 3%
COc1ccccc1OCC(O)Cn1c(=N)n(CCN2CCCCC2)c2ccccc21 (stereo not given) | / | i | / | 0 | / | 3 | / | 8% | 2%
N#Cc1ccc(COC(=O)Cn2nnc(-c3ccccc3)n2)cc1 | -4% | i | 3% | 9 | -2% | 11 | 17% | 0% | -3% | PMK inhibit pilot replicates=3.0;MK inhibit pilot replicates=1.0;DPM-DC inhibit pilot screen %=0.5
CC(C)C(=O)NCCc1nc2ccccc2n1C | 0% | i | -12% | 6 | -4% | 11 | 4% | 10% | 6%
C=CCNC(=O)c1ccccc1Cl | -25% | i | -1% | 0 | -3% | 0 | 2% | / | /
O=C(CSc1n[nH]c(-c2ccncc2)n1)NCCc1ccccc1 | -1% | i | -5% | 9 | 3% | 6 | 0% | 12% | -1%
Cc1ccc(Cl)cc1NS(=O)(=O)c1c(C)[nH]c(=O)[nH]c1=O | 22% | i | 0% | 0 | 9% | 6 | 18% | 7% | 1%
Cn1c(CSCc2ccccc2Cl)nnc1SCC(=O)Nc1nccs1 | 10% | i | -2% | 1 | 16% | 7 | 7% | -9% | 7%
CC(C)OC(=O)Cn1c(=O)sc2ccccc21 | 8% | i | 1% | 14 | -4% | 0 | 11% | 9% | 1%
Cc1ccc(-n2ncc(C(=O)O)c2C2CCN(C(=O)OC(C)(C)C)CC2)cc1 | -14% | i | -20% | 4 | -18% | 8 | 3% | -5% | 0%
CCN(CC)CCN1C(=O)C(O)=C(C(=O)c2cccs2)C1c1ccc(C)o1 (stereo not given) | -6% | i | 0% | 12 | -1% | 0 | 7% | -1% | -1% | PMK inhibit pilot replicates=0.0;MK inhibit pilot replicates=0.0;DPM-DC inhibit pilot screen %=1.5
CCOC(=O)c1cnc(SCC(=O)N2CCN(c3ccccc3)CC2)nc1N | 11% | i | 3% | 9 | 3% | 5 | 5% | 12% | -4%
